High-throughput results deposited in PubChem by National Center for Advancing Translational Sciences (NCATS).
FLuc counter – qHTS profiling assay for firefly luciferase inhibitor/activator using purifed enzyme and Km concentrations of substrates (counterscreen for miR-21 project); 360,000 compounds, 6.9% hits; purified FLuc, Km substrates, luminescence inhibition; Luciferin 4-monooxygenase (Photinus pyralis), P08659; AID 588342, 2011; Potency, µM (doses to about 57.5 µM), for inactives: top-dose activity change, negative = inhibition, hits mostly inhibitors;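 note: plate controls were vehicle for no effect and reference inhibitor for full effect; nearly all actives have a fitted effect of over 55% in size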
Target sequence (P08659 whole entry, looked up): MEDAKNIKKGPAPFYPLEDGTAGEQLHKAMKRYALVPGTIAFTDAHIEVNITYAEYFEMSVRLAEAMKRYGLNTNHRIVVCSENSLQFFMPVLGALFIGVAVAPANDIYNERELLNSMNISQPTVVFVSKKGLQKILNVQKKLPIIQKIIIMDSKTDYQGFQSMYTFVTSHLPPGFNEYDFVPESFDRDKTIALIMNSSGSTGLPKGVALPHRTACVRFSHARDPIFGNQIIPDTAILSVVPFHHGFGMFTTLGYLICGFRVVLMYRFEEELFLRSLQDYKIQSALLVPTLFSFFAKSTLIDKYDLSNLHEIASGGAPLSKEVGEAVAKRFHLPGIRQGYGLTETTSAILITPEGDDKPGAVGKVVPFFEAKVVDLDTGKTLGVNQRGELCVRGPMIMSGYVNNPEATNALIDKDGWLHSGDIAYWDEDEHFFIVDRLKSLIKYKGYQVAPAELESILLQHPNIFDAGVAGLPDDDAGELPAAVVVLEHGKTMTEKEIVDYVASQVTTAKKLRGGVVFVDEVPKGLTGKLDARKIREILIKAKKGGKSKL
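Purified P. pyralis luciferase (10nM final) with 10uM D-luciferin and 10uM ATP (Km levels) in 50mM Tris acetate pH 7.5, 10mM Mg acetate, 0.01% Tween-20, 0.05% BSA; qHTS 6-point titration, ~60 µM downward; luminescence read.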
ELG1 genotoxic – qHTS screen for small molecules that induce genotoxicity in human embryonic kidney (HEK293T) cells expressing luciferase-tagged ELG1; HEK293T ELG1-luciferase reporter, luminescence, 16 h; Potency, µM (series often up to 46 µM), for the others: at the highest dose activity change, positive = activation, usual class: activators; 330,000 compounds, 1.3% hits; AID 504466, 2011; note: % of control where 0% means no effect; nearly all actives have a fitted effect of over 60% in size
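Quantitative HTS format in 1536-well plates. HEK293T ELG1-luciferase reporter cells receive test compound and are incubated 16 hr at 37 °C, 5% CO2; ONE-Glo added, 30 min room temperature, then luminescence read.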
Gal4-VP16 FLuc – VP16 counterscreen qHTS for inhibitors of ROR gamma transcriptional activity; Drosophila S2 Gal4-VP16 UAS-luciferase, luminescence, 20 h; Potency, µM (doses to about 53.6 µM), for the others: at the top dose activity, negative = inhibition, hits mostly inhibitors; 310,000 compounds, 3.5% hits; AID 2546, 2010;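 note: Gal4-VP16 expression switched on by copper sulfate through the metallothionein promoter; % is set by controls: 0 for no effect and ±100 for the full control effect; nearly all actives have a fitted effect of over 50% in size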
BRCA1 expr act – qHTS Assay to Identify Small Molecule Activators of BRCA1 Expression. MCF7-BRCA1-FFLuc reporter, luminescence, 48 h; response scale: scaled: vehicle 0%, 10 µM genistein 100%. Potency, µM (series often up to 46.1 µM), for inactives: at the highest dose activation, most hits filed as activators. 380,000 compounds, 1.1% hits; note: nearly all actives have a fitted effect of over 80% in size; some results filed as inactive show a strong effect at the top dose
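Luminescence from a BRCA1-driven firefly luciferase in MCF7 cells was the read-out, taken 15 min after substrate addition following 48 h compound exposure at 37 °C. Data were normalized to a 10 microM genistein control and DMSO vehicle.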
MLL CXXC-DNA inh – qHTS Fluorescence Polarization Assay for Inhibitors of MLL CXXC domain - DNA interaction | MLL-CXXC / FITC-HOXA9 DNA fluorescence polarization | Potency, µM (series often up to 115 µM), without a hit: at the top dose activity change, negative = inhibition, most hits filed as inhibitors | 290,000 compounds, 0.037% hits | AID 2662, 2010; active = well fitted inhibition curve with a large enough effect in the polarisation, with a control signal flat, not every such curve was filed as active; inconclusive = small, poorly fitted or top-dose-only effect, or effect the other way, or a change in a side signal; inactive = no such curve, though single readings can be large or run the other way; the % refers to the polarisation
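Steps: dispense CXXC domain solution (7 uM) → pin compounds or unlabeled HOX-A9 DNA control → 5 min ambient → add FLSN-HOX-A9 solution (50 nM) → spin → 30 min ambient → fluorescence polarization. Tris pH 7.5/NaCl/DTT/BSA buffer.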
RORg inh – qHTS for inhibitors of ROR gamma transcriptional activity; Nuclear receptor ROR-gamma (Mus musculus), P51450; Drosophila S2 Gal4-RORgamma UAS-luciferase reporter, 20 h; Potency, µM (top dose mostly 53.6 µM), for the others: top-dose activity change, negative = inhibition, usual class: inhibitors; 310,000 compounds, 5.4% hits; AID 2551, 2010; note: % is set by controls: 0 for no effect and ±100 for the full control effect; nearly all actives have a fitted effect of over 60% in size
Target sequence (P51450 whole entry, looked up, the tested form may be a part): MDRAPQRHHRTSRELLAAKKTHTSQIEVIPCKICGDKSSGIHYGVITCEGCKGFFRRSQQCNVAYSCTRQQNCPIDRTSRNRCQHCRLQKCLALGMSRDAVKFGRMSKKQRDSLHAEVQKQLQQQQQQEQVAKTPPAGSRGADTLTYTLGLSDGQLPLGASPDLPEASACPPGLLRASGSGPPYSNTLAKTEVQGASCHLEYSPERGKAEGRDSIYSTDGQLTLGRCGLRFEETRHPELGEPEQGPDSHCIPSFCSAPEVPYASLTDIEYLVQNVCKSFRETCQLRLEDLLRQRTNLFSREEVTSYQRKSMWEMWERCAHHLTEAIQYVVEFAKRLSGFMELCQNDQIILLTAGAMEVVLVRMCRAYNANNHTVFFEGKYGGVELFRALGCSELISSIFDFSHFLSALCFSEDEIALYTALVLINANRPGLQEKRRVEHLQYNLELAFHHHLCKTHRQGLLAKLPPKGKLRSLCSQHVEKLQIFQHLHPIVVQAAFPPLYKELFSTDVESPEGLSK
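Stably transfected Drosophila Schneider cells are the test system, with ROR gamma fused to Gal4 and luciferase under UAS control; luminescence is read after 20 hr of 700 uM copper sulfate induction at ambient temperature.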
MBNL1-CUG inh – qHTS Assay for Inhibitors of MBNL1-poly(CUG) RNA binding. Potency, µM (doses to about 57.5 µM), for the others: top-dose activity change, negative = inhibition, hits mostly inhibitors. 280,000 compounds, 0.036% hits. AID 2675, 2010. Muscleblind-like protein 1 (Homo sapiens), Q9NR56. TR-FRET MBNL1-His/biotin-(CUG)12 binding, 665/545 ratio; active = well fitted inhibition curve with a large enough effect in the signal ratio, with a control signal flat, not every such curve was filed as active; inconclusive = small, poorly fitted or top-dose-only effect, or effect the other way, or a change in a side signal; inactive = no such curve, though single readings can be large or run the other way; the % refers to the signal ratio; note: % is set by controls: 0 for no effect and ±100 for the full control effect
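Ratiometric TR-FRET (665 over 545 nm, excitation 340 nm) tracks disruption of MBNL1-His/biotin-(CUG)12 complex after 60 min at room temperature, with compounds at 92 nM to 58 uM final.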
p53 reactivator – qHTS assay for re-activators of p53 using a Luc reporter; H1299 p53-A138V BP100-luciferase reporter, luminescence, 24 h; Potency, µM (top dose mostly 92.2 µM), inactives show at the highest dose activity change, positive = activation, hits mostly activators; 320,000 compounds, 0.063% hits; AID 504706, 2011; note: % of control where 0% means no effect; nearly all actives have a fitted effect of over 45% in size
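p53-null H1299 cells stably carrying temperature-sensitive p53-A138V and a BP100-luciferase reporter were pinned with compounds (4-point, 1:5 series) and held 24 hrs at 37 deg C. Luminescence was read 10 min after detection reagent.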
Rab9 promoter act – qHTS Assay for Rab9 Promoter Activators | Huh7 Rab9 promoter-luciferase reporter, luminescence, 24 h | Potency, µM (series often up to 9.22 µM), for inactives: at the highest dose activation, negative = inhibition, hits mostly activators | 320,000 compounds, 2.8% hits; note: % of control where 0% means no effect; nearly all actives have a fitted effect of over 60% in size
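Promoter activation is measured as luciferase luminescence in Huh7 cells stably transfected with a Rab9 promoter–luciferase construct, following 24 h compound exposure at 37 °C and 10 min reagent incubation at ambient temperature.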
uPA surface inh – qHTS for Inhibitors of Cell Surface uPA Generation; cell surface uPA generation assay, qHTS; Potency, µM (titrated, usually from 38.3 µM), for inactives: top-dose activity change, negative = inhibition, most hits filed as inhibitors; 330,000 compounds, 0.31% hits; active = well fitted inhibition curve with a large enough effect; inconclusive = small, poorly fitted or top-dose-only effect; inactive = no such curve, though single readings can be large or run the other way; tested in mouse RAW 264.7 cells; note: % is set by controls: 0 for no effect and ±100 for the full control effect; nearly all actives have a fitted effect of over 55% in size
NPC1 prom act – qHTS Assay for NPC1 Promoter Activators. Huh7 NPC1 promoter luciferase reporter, 24 h. Potency, µM (titrated, usually from 9.22 µM), inactives show at the highest dose activation, actives largely listed as activators. 320,000 compounds, 2.4% hits. AID 485313, 2010;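 note: % of control where 0% means no effect; nearly all actives have a fitted effect of over 60% in size; reporter is driven by a mutant NPC1 promoter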
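NPC1 promoter–luciferase Huh7 cells; 24 h compound; luminescence.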
* = called active by the depositor; ? = inconclusive; · = no result given; & = joins results of further samples; [ ] = dose if it differs, or a comment. Unless noted, calls come from the whole dose curve; as a rule, active = well fitted curve in the direction sought with a large enough effect; inconclusive = small, poorly fitted or top-dose-only effect, or another doubt; inactive = no such curve, though single readings can be large; an effect the other way counts as inactive or inconclusive. Potency is the fitted concentration of half-maximal effect. A portion of the library, so the mix of outcomes need not match the whole.

SMILES	FLuc counter	ELG1 genotoxic	Gal4-VP16 FLuc	BRCA1 expr act	MLL CXXC-DNA inh	RORg inh	MBNL1-CUG inh	p53 reactivator	Rab9 promoter act	uPA surface inh	NPC1 prom act
Cc1cc(C(=O)COC(=O)c2ccc(O)cc2O)c(C)n1-c1ccccc1	2.1µM*	?	·	?	·	·	·	?	?	-7%	?
Cc1cccc(NC(=O)/C(=C/c2cccc([N+](=O)[O-])c2)NC(=O)c2cccs2)c1	0%	?	?	2%	13%	-33%	4%	11%	-10%	4%	-5%
Cc1ccc(C(=O)NCC(=O)OCC(=O)N2CC(C)OC(C)C2)cc1 (stereo not given)	1%	-6%	·	-2%	·	·	·	3%	-3%	3%	-3%
Cc1ccc(NC(=O)c2cc(S(=O)(=O)N(C)C)ccc2N2CCCC2)cc1F	2%	-2%	·	-49%	-2%	·	-7%	·	0%	?	-1%
O=C(CCCSc1nc2ccccc2s1)NC1=NCCS1	?	-2%	4.5µM*	-48%	2%	0.89µM*	3%	14%	-10%	6%	-1%
Clc1ccc2nc3c4ccccc4cnn3c2c1	1.9µM*	8.2µM*	29%[10 µM]	?	-2%	38%	-3%	8%	-3%[1.84 µM]	-8%	10%
CCn1ncc(CN2CCCC(C(=O)Nc3cccc(-c4cc5ccccc5[nH]4)c3)C2)c1C (stereo not given)	-10%	-10%	-13%	-61%	19%	-15%	13%	?	8%	-15%	-3%
CC(C)CN1C(=O)C(=O)N(CC(=O)N2CCN(c3ccccc3)CC2)C1=O	-1%	-8%	·	-10%	·	·	·	-2%	0%	-1%	-3%
Cc1ccc(-c2nc(CSCC(=O)NC3CCN(Cc4ccccc4)CC3)c(C)o2)cc1	?	5%	-14%	-2%	39%[activator]	-2%	-3%	-5%	-18%	?	-5%
O=C(Nc1ccccc1-c1ccccc1)C1CCC1	-15%	10%	10%	-1%	7%	23%	3%	2%	-1%	-5%	-3%
O=C(NCCc1ccccc1)c1cc2sccc2n1Cc1ccccc1	-6%	-2%	2%	-21%	8%	42%	10%	-3%	-1%	4%	2%
CCc1ccc(C(=O)COC(=O)c2cnccn2)cc1	2%[2.3 µM]	3%	2%	-13%	2%	-1%	-8%	2%	-8%	0%	0%
O=C(O)C1C2C=CC(C2)C1C(=O)NCc1cccnc1 (stereo not given)	3%	1%	-10%	-3%	1%	4%	-1%	1%	-4%	0%	-2%
CCCN1C(=O)C(NS(=O)(=O)c2ccc(N)cc2)(C(F)(F)F)C(C(=O)OC)=C1C (stereo not given)	3%	-3%	-6%	-20%	-7%	-19%	-2%	0%	-2%	0%	-3%
COc1ccccc1N1CCN(C2CCCN(C(=O)CCC(C)=O)C2)CC1 (stereo not given)	-1%	-5%	-5%	-2%	3%	-6%	0%	·	0%	14%	-1%
Cc1c(C(=O)NC2CCCc3ccccc32)cccc1[N+](=O)[O-] (stereo not given)	-5%	-2%	-9%	-33%	-2%	-4%	-3%	-4%	-3%	-4%	1%
O=C(CNC(=O)c1ccc2c(c1)OCO2)N/N=C/c1cc(Br)ccc1O	5%	?	?	-79%	8%	20µM*	12%	12%	-3%	-11%	-4%
O=C(NCc1cccnc1)C(=O)c1c[nH]c2ccccc12	-3%	0%	4%	-18%	4%	25%	7%	9%	3%	-5%	-2%
Cn1c(=O)c2c(nc(SCC(=O)N3CCCCCC3)n2C)n(C)c1=O	1%	3%	10%	12%	1%	-23%	25%	-3%	0%	1%	-2%
Nc1nnc(SCC(=O)Nc2cccnc2Cl)s1	-8%	-4%	·	11%	·	·	·	4%	-6%	-2%	2%
COc1ccc(C(=O)n2cc(C(C)=O)c3ccccc32)cc1	0%	-6%	-10%	-17%	2%	-20%	-1%	-3%	-1%	19%	-26%
Cn1c(SCCC#N)nnc1-c1ccccc1F	-1%	-6%	8%	12%	6%	17%	-1%	-3%	-9%	0%	-3%
Cc1sc(NC(=O)c2ccco2)c(CN2CCN(c3ccc(F)cc3)CC2)c1C	?	-3%	23%	7%	4%	32%	-10%	-2%	0%	1%	0%
Nc1cccc2c1C(=O)N(C(=O)/C=C/c1cccc(Br)c1)C2=O	?	8%	?	-82%	-12%	?	·	-10%	-8%	-1%	-8%
COc1cc2c(cc1OC)[C@H](C)N(C(=O)COc1ccccc1)CC2	-1%	-7%	3%	-8%	7%	-13%	-7%	-8%	-1%	2%	-4%
CCN1C(=O)/C(=C\c2ccncc2)SC1=S	-1%	0%	5%	-1%	-11%	20%	?	2%	1%	-16%	-1%
Cc1ccc(CNC(=O)C(Cc2ccccc2)n2cccc2)cc1 (stereo not given)	3%	0%	8%	-2%	1%	3%	-14%	-1%	-4%	1%	2%
Cc1cc(C)c(NC(=O)c2cccc(NC(=O)c3ccco3)c2)c(C)c1	-16%	-4%	3%	-11%	3%	?	-3%	5%	6%	?	-5%
N#CC12CCCCC1CC1CCCCC1(C#N)N2CCO (stereo not given)	2%	1%	2%	-8%	2%	-20%	-4%	3%	-3%	2%	1%
O=C(NCCOc1ccccc1)c1ncn[nH]1	0%	0%	0%	5%	-3%	-21%	-5%	0%	2%	6%	-1%
Cc1ccc(-c2nsc3c(N4CCC(C(N)=O)CC4)ncnc23)cc1	1.5µM*	?	0.63µM*	-71%	9%	?	70%[activator]	42%	2.8µM*	-1%	1.6µM*
Cc1cc(C)c2c(N)c(C(=O)Nc3ccc([N+](=O)[O-])cc3)sc2n1	-3%	?	?	?	22%	-7%	-5%	21%	0.79µM*	-2%	0.5µM*
COc1ccc(NC(=O)C2=CC(c3ccco3)=NS(=O)(=O)N2C)cc1OC	4%&3%	8%	0%	17%	·	-11%	?	·	2%	-12%	3%
CCn1c(C)c(C)c2cc(C(=O)NCCCN3CCCCC3)ccc21	1%&-3%	3%	-8%	-2%	7%	-11%	-3%	-9%	2%	-1%	-3%
Cc1c(N=Cc2c(O)n(C)c(=O)c3ccccc23)c(=O)n(-c2ccccc2)n1C	0%	-3%	-9%	-1%	?	-1%	0%	0%	-2%	·	-4%
Cc1cccc2nc(CSc3nc4ccccc4[nH]3)cn12	?	5%	0%	?	19%	-22%	-1%	0%	20%	-4%	-1%
Cc1cc(C)c(NC(=O)CSc2nc3ccccc3c(=O)n2CCCN2CCOCC2)c(C)c1	2%	1%	·	-8%	·	·	·	-5%	0%	-16%	0%
Cc1ccccc1CO/N=C/c1[nH]ncc1Br	1%	2%	3%	19%	-1%	24%	9%	-3%	1%	-4%	2%
CC(=O)Nc1ccc(NC(=O)CCn2c(=S)oc3ccccc32)cc1	0%	?	8%	1%	17%	-3%	-2%	-4%	1%	-16%	-2%
CCOc1ccc2nc(/N=C/c3nc(-c4ccccc4)oc3O)sc2c1	2%	1%	5%	?	?	-15%[10 µM]	·	6%	5%	2%	18%
CCOc1ccc(S(=O)(=O)N2CCN(C(=O)c3ccco3)CC2)cc1	7%	-7%	0%	-4%	-6%	41%	-3%	-6%	0%	-2%	-5%
CCC(=O)N1CCc2cc(Br)cc(S(=O)(=O)N3CCN(C(=O)c4ccco4)CC3)c21	3%	-1%	14%	28%	-6%	-19%	-5%	-5%	1%	1%	1%
CC(C)[C@H](NC(=O)c1ccccc1)C(=O)NCCc1ccccc1	-1%	0%	2%	8%	13%	-2%	1%	1%	-2%	-1%	1%
Cc1ccccc1N(C(=O)Cc1cccs1)C(C(=O)NC1CCCCC1)c1cn(C)nc1C (stereo not given)	1%	-2%	-4%	-8%	-2%	3%	·	-1%	3%	-3%	1%
O=C(CC1CCCCC1)NCc1ccc(Cl)cc1	-28%	?	-1%	11µM*	-1%	-7%	-8%	?	?	8%	?
